# Source: PubChem (Fisher Drug Discovery Resource Center)
# NPYLR7 agonist: activates Aedes aegypti NPYLR7 receptor | 270,000 compounds, 0.15% hits | AID 1259423 | activation, % at 10 µM | HEK293T NPYLR7/Galpha15, GCaMP6s calcium fluorescence; in the data active = activation above about 40%;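 also: 0% = vehicle and 100% = reference agonist at the receptor; some compounds past the cut are filed as inactive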
# hcGAS lum: blocks human cGAS activity; Q8N884; recombinant h-cGAS, ATP depletion, Kinase-Glo luminescence; inhibition, % at 12.5 µM; 290,000 compounds, 0.081% hits; AID 1259398;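 also: 0% = vehicle reaction and 100% = reaction without DNA for no activity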
# Target sequence (Q8N884 whole entry, looked up): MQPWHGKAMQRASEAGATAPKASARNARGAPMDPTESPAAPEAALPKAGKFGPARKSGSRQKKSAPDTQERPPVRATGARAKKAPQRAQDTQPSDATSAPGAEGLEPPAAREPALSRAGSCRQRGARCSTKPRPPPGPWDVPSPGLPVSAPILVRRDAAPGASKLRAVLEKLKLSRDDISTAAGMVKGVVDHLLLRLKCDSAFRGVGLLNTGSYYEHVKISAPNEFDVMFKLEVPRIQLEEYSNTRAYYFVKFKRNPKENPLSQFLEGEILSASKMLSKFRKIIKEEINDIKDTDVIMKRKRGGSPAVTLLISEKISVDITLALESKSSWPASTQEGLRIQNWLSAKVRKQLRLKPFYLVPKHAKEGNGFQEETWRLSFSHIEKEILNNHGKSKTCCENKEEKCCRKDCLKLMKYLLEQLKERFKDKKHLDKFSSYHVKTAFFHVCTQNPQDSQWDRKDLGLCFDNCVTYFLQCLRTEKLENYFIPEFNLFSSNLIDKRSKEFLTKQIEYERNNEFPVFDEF
# mcGAS inh: blocks mouse cGAS activity | 160,000 compounds, 0.15% hits | recombinant cGAS, Kinase-Glo ATP depletion luminescence | Q8C6L5 | inhibition, % at 12.5 µM | AID 1259399;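 also: 0% = negative control wells and 100% = reference inhibitor with no enzyme activity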
# An asterisk follows results filed as active; nt = not tested or not shown; & = joins results of further samples. Rule as the data show it, unless noted: active = inhibition above about 40%; inactive = the rest.
SMILES,NPYLR7 agonist,hcGAS lum,mcGAS inh
CCOc1ccc(-c2nc3c(c(SCC(N)=O)n2)Cc2cc(C)ccc2O3)cc1,10.8,-9.4,-8.7
Cc1ccc(NC(=O)Cn2nc3ccc(SCc4ccc(Cl)cc4)nn3c2=O)c(C)c1,4.0,-4.9,-7.8
CC1CCN(C(=O)CSc2nc3c(c(=O)n2C)SCC3)CC1,-3.1,-9.9,-8.2
CSc1ccc(C(NC(=O)C2=Cc3cc(Cl)ccc3OC2)c2cccc(Cl)c2Cl)cc1 (stereo not drawn),-14.6,-4.9,-3.2
COc1ccc(-c2noc(CN3CCN(Cc4cccc(C)c4)CC3)n2)c(OC)c1OC,-0.3,-1.0,-1.5
CCNC(=O)c1ccc(CSc2nc(C)cc(N(C)C)n2)cc1,-3.4,-5.4,-5.3
CSc1nn(-c2cc(Oc3cc(C)ccc3C)ncn2)c(N)c1C#N,5.7,0.1,nt
O=C(NCCCn1nc(-c2cccnc2)ccc1=O)c1cccc(C(F)(F)F)c1,-4.7,-0.7,nt
Cc1ccc(C)c(S(=O)(=O)N=C2C=C(SCC(=O)O)C(=O)c3ccccc32)c1,-2.0,2.4,nt
Cc1ccc(-c2ccc(N3CCCN(C(=O)CN(C(=O)c4ccccc4F)C(C)C)CC3)nn2)cc1,0.8,2.3,nt
COc1ccc(CNC(=O)c2sc3nc4c(c(C(F)(F)F)c3c2N)CN(C(C)=O)CC4)cc1,-7.4,-4.8,nt
Cc1nn(CCC(=O)n2cnc3ccccc32)c(C)c1Br,1.7,-0.9,nt
CC(C)Oc1ccccc1C(C)NC(=O)Cc1cccs1 (stereo not drawn),-5.5,-6.2,-15.4
CCOc1ccc(-c2nc3ccc(C)cn3c2NC2CCCCC2)cc1,14.3,-1.5,0.5
CCOc1ccc(CN(CCN2CCOCC2)Cc2nc(C(=O)NCc3ccco3)co2)cc1,28.2,-6.3,-5.2
O=c1[nH]c(CN2CCc3ccccc3C2)nc2ccccc12,4.8,-10.2,nt
Cc1c(C(=O)N2CCN(c3ccccc3)CC2)sc2nc(-c3cccc([N+](=O)[O-])c3)cn12,2.3,-6.5,-7.5
Cn1c(SCC(=O)c2ccc(S(C)(=O)=O)cc2)nnc1-c1ccccc1,4.5,-4.4,nt
Cc1ccc(S(=O)(=O)N(CCC(=O)O)c2ccccc2)cc1,-2.4,-6.5,nt
Cc1cc(=O)[nH]c(-n2nc(-c3cccs3)cc2NC(=O)Cc2ccc(F)cc2)n1,-1.3,-2.7,nt
COc1cccc(CSc2nnc(CNC(=O)Nc3ccc(SC)cc3)n2-c2ccc(Cl)cc2Cl)c1,17.0,0.4,-3.1
N[C@@H](C(=O)NCCNc1cccnc1)c1ccccc1,23.8,-6.2,nt
CCCCN(C(=O)c1cnc2n(c1=O)CCS2)c1ccccc1,1.3,-3.9,nt
COc1ccccc1NC(=O)Nc1ccnn1C1CCN(C(=O)NC2CCCCC2)CC1,1.7,-6.6,nt
O=C(c1cc2n(n1)CCN(Cc1ccccc1Cl)C2=O)N1CCN(C(=O)c2ccco2)CC1,15.8,-7.4,-6.9
CCN(CC(=O)N(Cc1cccn1Cc1ccccc1Cl)CC(C)C)C(=O)c1ccc(F)cc1,-0.7,-3.8,-5.8
COc1ccc(S(=O)(=O)N(C(C)=O)c2cc3sc(=O)oc3c3ccccc23)cc1,8.6,-1.1,-4.6
O=C(c1cc(COc2cncc(Cl)c2)on1)N1CCCC1c1ccccn1 (stereo not drawn),0.3,-2.1,nt
COCCNc1nc(-c2cccc(Br)c2)nc2ccccc12,2.8,15.2,-2.1
O=C(NC1CC1)c1cc2n(n1)CCN(C(=O)C1C=CCN1)C2 (stereo not drawn),-1.3,-4.0,-19.9
CC(C)CSc1nnc(-c2cccc([N+](=O)[O-])c2)o1,20.3,-10.6,nt
COCCCNC(=O)CN(C)C(=O)c1cc(C)ccc1O,10.7,-10.0,nt
Cc1ccccc1OCC(=O)NCC(c1ccc2c(c1)CCCN2C)N1CCN(C)CC1 (stereo not drawn),8.7,-4.3,nt
O=C(Nc1ccc2c(c1)OCCCO2)c1c(-n2cccc2)sc2c1CCSC2,-4.2,17.4,nt
COc1ccc(CCNC(=O)Cc2csc(NC(=O)CN(C(=O)C3CCCCC3)C3CC3)n2)cc1OC,-7.7,-9.0,-6.5
CC(=O)Nc1ccc(-c2nccn2Cc2ccc3c(c2)OCO3)cc1,-0.3,-2.9,nt
CCn1ncc(CN2CCOC(CCCc3ccccc3)C2)c1C (stereo not drawn),3.3,-8.8,-11.4
COc1cc(OC)c(NC(=O)c2ccc3c(c2)OCCO3)cc1Cl,-8.9,-3.4,nt
Cn1c(=NN=C2CCCc3ccccc32)sc2ccccc21,2.7,-7.7,nt
Cc1ccc(S(=O)(=O)CCCS(=O)(=O)N(C)C)c(C)c1,0.1,-18.9,nt
O=C1/C(=C/c2ccc(-c3ccc(Cl)c(Cl)c3)o2)C=C(c2ccccc2)N1c1ccc2ncccc2c1,-3.9,-3.2,2.8
Cc1cccc(NC(=O)NCCCn2nc(-c3ccncc3)ccc2=O)c1,10.6,-8.9,nt
COc1nc2ccccc2cc1-c1cc(C)cnc1-n1cnnc1,4.0,-4.2,nt
Cc1ccccc1C1=NOC(CN(Cc2ccc(F)cc2F)CC(O)COCc2ccco2)C1 (stereo not drawn),-4.4,-2.4,-4.3
CC(C)NC(=O)CN(C)Cc1nc(N)c2c3c(sc2n1)CCCCC3,1.4,-4.6,nt
O=C(Nc1ccc(S(=O)(=O)NC2CC2)cc1)c1ccc(C(F)(F)F)cn1,26.8,-11.7,nt
CC(c1ccccc1)N(C)C(=O)NCc1cccc(Cl)c1 (stereo not drawn),-7.6,-3.3,nt
Cc1cc(C)c(C)c(OCc2nc(C(=O)NC(C)c3ccccc3)cs2)c1 (stereo not drawn),25.2,-4.3,-6.0

# As a short view, some entries already given.
SMILES,NPYLR7 agonist,hcGAS lum,mcGAS inh
CCCCN(C(=O)c1cnc2n(c1=O)CCS2)c1ccccc1,1.3,-3.9,nt
COc1ccccc1NC(=O)Nc1ccnn1C1CCN(C(=O)NC2CCCCC2)CC1,1.7,-6.6,nt
O=C(c1cc2n(n1)CCN(Cc1ccccc1Cl)C2=O)N1CCN(C(=O)c2ccco2)CC1,15.8,-7.4,-6.9
CCN(CC(=O)N(Cc1cccn1Cc1ccccc1Cl)CC(C)C)C(=O)c1ccc(F)cc1,-0.7,-3.8,-5.8
COc1ccc(S(=O)(=O)N(C(C)=O)c2cc3sc(=O)oc3c3ccccc23)cc1,8.6,-1.1,-4.6
O=C(c1cc(COc2cncc(Cl)c2)on1)N1CCCC1c1ccccn1 (stereo not drawn),0.3,-2.1,nt
COCCNc1nc(-c2cccc(Br)c2)nc2ccccc12,2.8,15.2,-2.1
O=C(NC1CC1)c1cc2n(n1)CCN(C(=O)C1C=CCN1)C2 (stereo not drawn),-1.3,-4.0,-19.9
CC(C)CSc1nnc(-c2cccc([N+](=O)[O-])c2)o1,20.3,-10.6,nt
COCCCNC(=O)CN(C)C(=O)c1cc(C)ccc1O,10.7,-10.0,nt
Cc1ccccc1OCC(=O)NCC(c1ccc2c(c1)CCCN2C)N1CCN(C)CC1 (stereo not drawn),8.7,-4.3,nt
O=C(Nc1ccc2c(c1)OCCCO2)c1c(-n2cccc2)sc2c1CCSC2,-4.2,17.4,nt
COc1ccc(CCNC(=O)Cc2csc(NC(=O)CN(C(=O)C3CCCCC3)C3CC3)n2)cc1OC,-7.7,-9.0,-6.5
CC(=O)Nc1ccc(-c2nccn2Cc2ccc3c(c2)OCO3)cc1,-0.3,-2.9,nt
CCn1ncc(CN2CCOC(CCCc3ccccc3)C2)c1C (stereo not drawn),3.3,-8.8,-11.4
COc1cc(OC)c(NC(=O)c2ccc3c(c2)OCCO3)cc1Cl,-8.9,-3.4,nt
Cn1c(=NN=C2CCCc3ccccc32)sc2ccccc21,2.7,-7.7,nt
Cc1ccc(S(=O)(=O)CCCS(=O)(=O)N(C)C)c(C)c1,0.1,-18.9,nt
O=C1/C(=C/c2ccc(-c3ccc(Cl)c(Cl)c3)o2)C=C(c2ccccc2)N1c1ccc2ncccc2c1,-3.9,-3.2,2.8
Cc1cccc(NC(=O)NCCCn2nc(-c3ccncc3)ccc2=O)c1,10.6,-8.9,nt
COc1nc2ccccc2cc1-c1cc(C)cnc1-n1cnnc1,4.0,-4.2,nt
Cc1ccccc1C1=NOC(CN(Cc2ccc(F)cc2F)CC(O)COCc2ccco2)C1 (stereo not drawn),-4.4,-2.4,-4.3
CC(C)NC(=O)CN(C)Cc1nc(N)c2c3c(sc2n1)CCCCC3,1.4,-4.6,nt
O=C(Nc1ccc(S(=O)(=O)NC2CC2)cc1)c1ccc(C(F)(F)F)cn1,26.8,-11.7,nt
CC(c1ccccc1)N(C)C(=O)NCc1cccc(Cl)c1 (stereo not drawn),-7.6,-3.3,nt
Cc1cc(C)c(C)c(OCc2nc(C(=O)NC(C)c3ccccc3)cs2)c1 (stereo not drawn),25.2,-4.3,-6.0

# Carrying on:
SMILES,NPYLR7 agonist,hcGAS lum,mcGAS inh
Cn1nc(C(=O)N2CCNCC2C(=O)NC2CC2)c2c1CCCC2 (stereo not drawn),-3.8,-4.7,-10.9
O=C(NC(c1ccc(Cl)cc1)c1cnccn1)C1CCN(Cc2ccncc2)CC1 (stereo not drawn),-9.5,1.1,-1.9
CCC(=O)c1ccc(-c2ccc(Br)cc2F)cc1,8.3,-2.2,nt
COCCNC(=S)NN=C1CC(C)CC(C)(C)C1 (stereo not drawn),1.3,-4.0,nt
COCCN(CC(=O)N1CCc2sccc2C1c1ccc(Cl)cc1)C(=O)N(C)C (stereo not drawn),-10.5,5.9,-0.1
C=CCNC(=O)OC1CN(CC=C)C(=O)CN(C(=O)c2ccccc2)C1 (stereo not drawn),-0.4,-6.3,-7.2
Cc1ncsc1CCN(C)C(=O)c1cc2n(n1)CCN(C)C2,-0.2,-2.3,-1.7
NC(=O)c1cc2cc(Br)ccc2o1,-0.1,-1.4,nt
CC(C)(C)c1cc(N2CCOCC2)nc(SCc2ccc(C(=O)O)o2)n1,12.2,-5.5,-5.1
NCc1ccc(S(=O)(=O)N2CCCCC2)s1,9.2,-8.6,-7.9
Cn1cc(C(CC(=O)N2CCN(c3ccc([N+](=O)[O-])cc3)CC2)c2ccc(Cl)cc2)c2ccccc21 (stereo not drawn),-1.6,-9.6,-5.2
Cc1nnc(N(C)CC(=O)Nc2ccccc2Br)s1,-24.7&7.6,2.0&-4.6,nt
CCOC(=O)c1nc2ccccc2nc1N1CCCN(C(=O)CCc2ccccc2)CC1,3.0,-9.1,-5.9
CCc1ccc(C(=O)Nc2ccc(N3CCCC3)c(C(=O)NC(C)c3ccccc3)c2)cc1 (stereo not drawn),-5.5,2.7,-1.8
c1cc(C2CCCC2)nc(NC2CCOC2)n1 (stereo not drawn),18.0,-3.2,nt
O=c1[nH]c(N2CCCC2)cc2ccccc12,6.8,-4.6,nt
Cc1ccc(-n2cc(CN(C)Cc3ccon3)c(-c3cccc(C)c3)n2)cc1,17.5,-9.1,-9.9
CCOC(=O)c1ccc(NC(=O)NCc2nnc(SCc3ccccc3C)n2-c2ccc(Cl)cc2Cl)cc1,0.0,-3.2,-5.4
CCn1cc2nc(OC)c(CNC(=O)C3COCCO3)cc2c1O (stereo not drawn),5.5,-4.4,nt
O=C(NCc1cccnc1Oc1ccc(F)cc1F)c1n[nH]c2c1CCC2,0.7,1.7,nt
COc1ccc(OC)c(NC(=O)N(C)CCc2ccc(OC)c(OC)c2)c1,1.9,-9.9,-4.4
CCC(CC)c1nnc(NC(=O)COC)s1,nt,-5.1,-5.9
Cc1ccc(-c2cn(CCN3CCCOC3=O)nn2)o1,4.5,-5.3,-14.3
COc1ccc(C(O)c2nc(-c3cnn(C)c3)cs2)cc1 (stereo not drawn),0.3,3.5,nt
CCOC(=O)C1=C(CN2CCCc3cc(C(F)(F)F)ccc32)NC(=O)NC1,11.3,-6.6,nt
O=C(CCc1cc2c(n1-c1ccc3c(c1)OCO3)-c1ccccc1CC2)NCC1CCCO1 (stereo not drawn),-3.2,-1.7,-6.8
CC(C)c1nnc(SCCC(=O)NC(=O)NC2CCCC2)n1C1CC1,-1.3,4.8,nt
COCc1ncc(CN2CCN(Cc3ncccc3C)CC2)cn1,-0.4,4.1,nt
COc1ccc(CN(C)c2c(C)nc3c(OCC(=O)C(C)(C)C)cccn23)cc1,4.7,-7.4,-3.2
CC1SC(c2ccc(C(F)(F)F)cc2)N(CCO)C1=O (stereo not drawn),0.0,-3.3,-5.2
O=C(c1cccs1)N1CCCC(OCc2ccc(F)cc2)C1 (stereo not drawn),-1.4,-3.0,-3.6
CC(=O)Nc1cccc2c1CCN(Cc1nccs1)C2,-21.4,-9.0,nt
CCc1ccc(-n2ccc3c(cnc4ncnn43)c2=O)cc1,2.0,-2.6,nt
S=c1[nH]nc(-c2ccccc2)n1N=Cc1ccc(Br)s1,6.6,-2.4,-4.0
O=c1[nH]c(CN2CCCC2c2cccs2)nc2scc(-c3ccco3)c12 (stereo not drawn),34.4,-6.5,nt
CCN(CC)C(=O)Oc1ccc2c(ccn2Cc2ccccc2Cl)c1NC(=O)CCCCC(=O)OC,1.0,-7.8,-4.6
CN(C)S(=O)(=O)c1cccc(NC2=NCCS2)c1,-31.9,3.8,nt
CN(C)CCNC(=O)C12CC3(C)CC(C)(CC(Br)(C3)C1)C2,1.2,-0.1,nt
CC(C)(C)C1c2[nH]c3ccccc3c2CCN1CCCn1cccn1 (stereo not drawn),3.2&-1.2,-8.5&-2.3,-5.8
Cc1cc2c(=O)n(C)c(SCC(=O)NCc3ccccc3)nc2s1,-8.8,-3.7,nt
